CHRM1 antagonist: antagonists of human M1 muscarinic receptor; inhibition, % at 3 µM; P11229; 360,000 tested, 1.3% active; CHO-K1 hM1, Fluo-8 calcium fluorescence, ACh EC80 antagonist;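 active = percent inhibition above its own plate's cutoff, namely the mean of that plate's compound wells plus 3 SD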;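 also: peak over basal fluorescence ratio during 140 s after agonist addition; 0% = ACh EC80 plus DMSO and 100% = DMSO alone without agonist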
Target sequence (P11229 whole entry, looked up): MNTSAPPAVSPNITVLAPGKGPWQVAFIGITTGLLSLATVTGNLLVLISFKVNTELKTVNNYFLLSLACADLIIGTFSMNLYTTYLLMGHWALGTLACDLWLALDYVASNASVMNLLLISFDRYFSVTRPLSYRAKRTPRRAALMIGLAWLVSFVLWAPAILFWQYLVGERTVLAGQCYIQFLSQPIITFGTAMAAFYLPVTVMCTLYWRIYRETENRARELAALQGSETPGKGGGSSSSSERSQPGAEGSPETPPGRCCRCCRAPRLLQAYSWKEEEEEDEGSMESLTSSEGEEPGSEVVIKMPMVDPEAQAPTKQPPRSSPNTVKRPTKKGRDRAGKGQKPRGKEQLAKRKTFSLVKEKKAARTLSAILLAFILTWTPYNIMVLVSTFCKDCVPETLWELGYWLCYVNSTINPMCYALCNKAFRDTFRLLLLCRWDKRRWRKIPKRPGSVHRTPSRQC
CHO parental Ca: signal in parental CHO cells, OX1R antagonist counter-screen. parental CHO-K1, ATP-induced calcium, Fluo-8 fluorescence. inhibition, % at 5.6 µM. 330,000 tested, 0.63% active. AID 463079;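 active = inhibition above that plate's mean sample inhibition plus 3 SD, cut at about 26% in these data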;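 also: 0% = ATP-challenged DMSO wells and 100% = DMSO wells without ATP; some compounds past the cut are filed as inactive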
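Material: parental CHO cells / Compound: single nominal dose of 5.6 µM per compound / Signal: Fluo-8 fluorescence / Replicates: singlicate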
CHO-K1 Ca antag: M1 antagonist counterscreen hit in parental CHO-K1 cells; ATP-induced calcium, Fluo-8 fluorescence; inhibition, % at 3 µM; 360,000 tested, 0.6% active;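 active = inhibition above a per-plate cutoff, the plate's mean sample inhibition plus 3 SD, cut at about 24% in these data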;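 also: 0% = DMSO plus EC80 ATP and 100% = DMSO alone without ATP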
TAAR1 agonist: human TAAR1 agonism; Q96RJ0; 360,000 tested, 0.99% active; CHO RD-HGA16 TAAR1, Fluo-8 calcium fluorescence; vehicle wells 0%, saturating PEA agonist 100%; AID 624467; activation, % at 3 µM;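 active = activation above the mean activation of all test compounds in the run plus 3 SD, cut at about 38% in these data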
Target sequence (Q96RJ0 whole entry, looked up): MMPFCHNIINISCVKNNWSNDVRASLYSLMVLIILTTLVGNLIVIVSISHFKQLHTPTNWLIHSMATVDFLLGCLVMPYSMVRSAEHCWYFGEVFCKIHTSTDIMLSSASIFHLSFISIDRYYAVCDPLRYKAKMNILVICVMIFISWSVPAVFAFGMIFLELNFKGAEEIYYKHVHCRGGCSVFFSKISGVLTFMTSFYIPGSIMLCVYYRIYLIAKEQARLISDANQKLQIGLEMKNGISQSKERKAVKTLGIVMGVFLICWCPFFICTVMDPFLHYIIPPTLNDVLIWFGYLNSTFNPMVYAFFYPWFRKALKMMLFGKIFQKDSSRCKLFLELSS
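System: CHO-derived RD-HGA16 cells with stable Gα16 and human TAAR1 / Times: 17-24 h plating, Fluo-8 75 min 37 °C, 30 min RT / Technique: calcium-sensitive Fluo-8 signal, excitation 470-495, emission 515-575 nm / Measure: % activation relative to PEA EC100 response / Benchmarks: DMSO and PEA EC100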
M1 PAM: positive allosteric modulators of human M1 muscarinic receptor | P11229 | CHO-K1 hM1, Fluo-8 calcium fluorescence, ACh EC20; 0% = ACh EC20, 100% = maximal ACh | activation, % at 3 µM | 360,000 tested, 0.088% active | AID 588819; in the data active = activation above about 19%, passing the limit was not always enough
M1 ag: agonists of human M1 muscarinic receptor. CHO-K1 hM1, Fluo-8 calcium fluorescence, agonist mode; 0% DMSO, 100% acetylcholine EC100. activation, % at 3 µM. 360,000 tested, 0.33% active. AID 588814;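 active = activation above the run's mean compound activation plus 3 SD, cut at about 16% in these data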;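 also: peak over basal fluorescence ratio within a 140 s kinetic read after compound addition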
CHO-K1 Ca PAM: M1 PAM counterscreen hit in parental CHO-K1 cells | ATP EC20, Fluo-8 calcium fluorescence; 0% at ATP EC20, 100% at ATP max | activation, % at 3 µM | 360,000 tested, 0.02% active | AID 602247;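 active = activation above the run cutoff, the mean activation of all test compounds plus 3 SD, cut at about 40% in these data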;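 also: peak over basal fluorescence ratio in a 140 s read after ATP addition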
TAAR1 antag: antagonists of human TAAR1. 360,000 tested, 1.5% active. AID 624466. inhibition, % at 3 µM. CHO RD-HGA16 TAAR1, Fluo-8 calcium fluorescence, antagonist;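 active = inhibition above a per-plate cutoff, the mean inhibition of test compounds on that plate plus 3 SD, cut at about 49% in these data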;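 also: 0% = DMSO plus EC80 beta-PEA response and 100% = DMSO alone without agonist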
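System: CHO RD-HGA16 cells bearing hTAAR1. Reagent: EC80 β-phenethylamine stimulus. Schedule: seeding 17-24 h prior, 75-min 37 °C, 30-min RT dye loading. Signal: Fluo-8 intracellular calcium dye fluorescence, real-time kinetic reads. Read-out: % inhibition from peak post-agonist over basal fluorescence ratio. Benchmarks: vehicle wells and EC80 agonist wells. Replicates: n of 1.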
CHO-K1 Ca ag: counter-screen for M1 agonists: effect in parental CHO-K1 cells. Fluo-8 calcium fluorescence; scaled to maximal ATP response, vehicle zero. activation, % at 3 µM. 360,000 tested, 0.48% active. AID 602248; in the data active = activation above about 15%;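 also: untransfected CHO-K1 host cells lacking M1 receptor as counterscreen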
* marks the source's active call; other numbers are inactive results; / = not tested or not shown.

no.	compound	CHO-K1 Ca ag	CHO parental Ca	M1 ag	TAAR1 agonist	CHO-K1 Ca antag	TAAR1 antag	CHO-K1 Ca PAM	CHRM1 antagonist	M1 PAM
1	Cc1cc(OCC(=O)NCC(c2cccs2)N2CCOCC2)ccc1C(C)C (stereo unspecified)	4.5	-2	-2	-2	-18	8	1	-2	3
2	CC(=O)Nc1ccc(NC(=O)CCCN2C(=O)C(c3ccccc3)Oc3cccnc32)cc1 (stereo unspecified)	0.8	/	-7	0	-5	11	10	-7	1
3	Cc1ccc(OCc2nc3ccccc3[nH]2)cc1	0.2	-18	-6	14	1	-1	10	-6	8
4	CS(=O)(=O)Nc1ccccc1C(=O)NCC1(N2CCCCC2)CCCCC1	1.0	-14	-7	6	-12	-1	5	-12	9
5	O=C(Nc1ccc([N+](=O)[O-])cc1)Nc1ccc(Cl)cc1F	9.5	43*	-1	17	17	-1	4	16	-8
6	CC(=O)c1cccc(OCC(=O)c2cc(C)n(-c3cc(C)on3)c2C)c1	4.0	-14	2	10	15	30	-6	8	-5
7	Cc1cc(SCC(=O)c2ccc(Cl)cc2)nc(=O)[nH]1	8.1	-7	-1	-1	0	-14	-1	-7	12
8	COCCCC1CCN(Cc2nc(-c3ccccc3)no2)CC1	0.3	-8	-2	3	-9	-3	11	-5	-1
9	CC(=O)c1cc2c(cc1NC(=O)CCc1ccccc1)OCO2	0.3	-21	-3	6	-9	4	22	-19	2
10	CCN(CC)C(=O)CCCSc1nnc(Nc2ccccc2F)s1	2.4	-24	-8	3	2	-6	8	0	-3
11	Cc1nc(C)c(C(=O)OCC(=O)NCCc2ccc(S(N)(=O)=O)cc2)s1	0.3	3	0	5	-13	-17	2	3	-1
12	O=C(NC(Nc1ncc(S(=O)(=O)c2ccc([N+](=O)[O-])cc2)s1)(C(F)(F)F)C(F)(F)F)c1ccc(Cl)cc1	8.6	23	4	6	11	11	9	17	-10
13	NC[C@H](Cc1ccccc1)NCCc1cc(C(F)(F)F)cc(C(F)(F)F)c1	3.7	-4	-7	48*	-17	19	32	-1	7
14	Cc1ccc(CNC(=O)C2CCCN(S(=O)(=O)c3ccc(-n4cnnn4)cc3)C2)cc1 (stereo unspecified)	-0.1	-5	-3	0	9	10	-17	21	-11
15	Cc1ccc2c(COC(=O)CNC(=O)c3ccccc3)cc(=O)oc2c1	3.9	-9	0	2	-16	15	23	-13	5
16	CCOC(=O)N1CCN(CC(=O)Nc2ccc(C)cc2)CC1	0.4	-5	-3	5	-15	13	8	-12	1
17	C[C@H](CO)N1C[C@H](C)[C@@H](CN(C)S(=O)(=O)c2ccccc2F)Oc2ncc(C#Cc3cccnc3)cc2C1=O	1.6	/	-6	3	-1	19	12	-12	-1
18	Cc1ccc(C(=O)CCC(=O)OC(C)C(=O)NC2CCCCC2C)cc1 (stereo unspecified)	-0.4	-14	-4	27	6	-4	-8	-7	6
19	N#Cc1ccc(CSc2nnc(-c3ccncc3)n2CCc2ccccc2)cc1	1.2	-22	-2	5	-2	-14	-6	-15	10
20	N#Cc1cc(C(=O)c2ccccc2O)cn(-c2ccc(Cl)cc2)c1=O	1.8	1	-2	5	-2	14	-6	6	-7
21	CCCN1CCN(C(=O)c2oc3c(Cl)cccc3c2C)CC1	2.1	-14	-10	21	-22	2	17	-10	4
22	Cc1nn2c(=O)c(NC(=O)c3ccc(F)cc3)cnc2s1	0.1	-2	-3	10	-9	-5	-4	-6	10
23	COc1ccc(NC(=O)CCCNC(=O)Cn2cnc3sc(C)c(C)c3c2=O)cc1Cl	0.8	-18	-6	-1	-12	0	13	-5	8
24	CC1CCC(=NO)C(=NO)C1 (stereo unspecified)	1.3	/	-1	1	-16	13	21	-13	11
25	Cc1csc2sc(-c3ccnc(SCC(=O)NCc4ccccc4)n3)c(C)c12	0.2	-38	-6	-1	-15	0	26	13	-5

Shown with two lines to a compound: part of the list above
Results follow in this order: CHO-K1 Ca ag | CHO parental Ca | M1 ag | TAAR1 agonist | CHO-K1 Ca antag | TAAR1 antag | CHO-K1 Ca PAM | CHRM1 antagonist | M1 PAM
#17 C[C@H](CO)N1C[C@H](C)[C@@H](CN(C)S(=O)(=O)c2ccccc2F)Oc2ncc(C#Cc3cccnc3)cc2C1=O
→ 1.6 | / | -6 | 3 | -1 | 19 | 12 | -12 | -1
#18 Cc1ccc(C(=O)CCC(=O)OC(C)C(=O)NC2CCCCC2C)cc1 (stereo unspecified)
→ -0.4 | -14 | -4 | 27 | 6 | -4 | -8 | -7 | 6
#19 N#Cc1ccc(CSc2nnc(-c3ccncc3)n2CCc2ccccc2)cc1
→ 1.2 | -22 | -2 | 5 | -2 | -14 | -6 | -15 | 10
#20 N#Cc1cc(C(=O)c2ccccc2O)cn(-c2ccc(Cl)cc2)c1=O
→ 1.8 | 1 | -2 | 5 | -2 | 14 | -6 | 6 | -7
#21 CCCN1CCN(C(=O)c2oc3c(Cl)cccc3c2C)CC1
→ 2.1 | -14 | -10 | 21 | -22 | 2 | 17 | -10 | 4
#22 Cc1nn2c(=O)c(NC(=O)c3ccc(F)cc3)cnc2s1
→ 0.1 | -2 | -3 | 10 | -9 | -5 | -4 | -6 | 10
#23 COc1ccc(NC(=O)CCCNC(=O)Cn2cnc3sc(C)c(C)c3c2=O)cc1Cl
→ 0.8 | -18 | -6 | -1 | -12 | 0 | 13 | -5 | 8
#24 CC1CCC(=NO)C(=NO)C1 (stereo unspecified)
→ 1.3 | / | -1 | 1 | -16 | 13 | 21 | -13 | 11
#25 Cc1csc2sc(-c3ccnc(SCC(=O)NCc4ccccc4)n3)c(C)c12
→ 0.2 | -38 | -6 | -1 | -15 | 0 | 26 | 13 | -5

Remaining list, next part:
no.	compound	CHO-K1 Ca ag	CHO parental Ca	M1 ag	TAAR1 agonist	CHO-K1 Ca antag	TAAR1 antag	CHO-K1 Ca PAM	CHRM1 antagonist	M1 PAM
26	O=C(CN1C2=NCCN2c2ccccc21)c1ccc2c(c1)OCO2	1.3	-12	-12	0	-22	6	7	-13	4
27	Cc1ccc([C@@H]2C[C@H]3[C@@H](CN2S(=O)(=O)c2ccc(Cl)cc2)C(=O)C[C@@H](c2ccc(Cl)cc2)N3S(=O)(=O)c2ccccc2C)cc1	0.4	/	-1	3	1	-16	-4	-3	3
28	CC(=O)N1CCC2(CC1)C(C#N)=C(N)Oc1n[nH]c(C(F)(F)F)c12	0.0	5	-3	1	-5	11	12	1	4
29	O=C(O)c1ccc(Nc2cccc(F)c2)c([N+](=O)[O-])c1	0.4	-5	2	13	2	-15	13	-11	18
30	O=C(CNCc1ccccc1)Nc1ccccc1-c1ccccc1	1.2	-17	-8	0	-4	20	19	-5	9
31	Cc1ccc(N=Nc2ccc(C)cc2NC(=O)Nc2ccccc2F)cc1	0.3	7	-2	4	-12	-30	-7	-9	12
32	Cc1cccc(NC(=O)CN2C(=O)CCSc3ccc(S(=O)(=O)N4CCOCC4)cc32)c1C	0.8	-17	-13	0	-5	-20	8	-9	5
33	CCOC(=O)N1CCC(Nc2ncnc3c2cnn3-c2ccc(Cl)cc2)CC1	0.6	/	-1	9	-38	-9	-3	-10	1
34	O=C(C1=C(O)C(=O)N(c2ncccn2)C1c1ccc(Cl)cc1)c1ccco1 (stereo unspecified)	2.1	-15	-3	1	-9	-4	15	0	2
35	Cc1cc(Nc2cnc3ccccc3n2)n(-c2ccccc2)n1	-0.3	-21	1	5	9	6	-13	-1	10
36	CCc1ccc(CN(C(=O)c2cc3ccccc3oc2=O)C2CCS(=O)(=O)C2)cc1 (stereo unspecified)	1.7	-14	-5	8	-5	3	13	-16	12
37	C=CCn1c(CCNC(=O)c2cccs2)nnc1SCC(=O)c1ccc(Br)cc1	3.8	-21	-3	7	-6	-9	12	11	-6
38	O=S(=O)(c1ccccc1)N1CCC(N2CCCCCC2)CC1	0.4	-10	-6	-2	-6	-10	17	17	-13
39	Cc1ccccc1-c1csc(C(O)c2ccc(F)c(F)c2)n1 (stereo unspecified)	0.3	/	-8	-1	-10	23	5	-7	0
40	CCC1(C)Cc2c(C#N)c(SC)nc(N3CCOCC3)c2CO1 (stereo unspecified)	-0.4	-9	-3	2	-7	-58	16	-7	6
41	CCNC(=S)N(CCc1c(C)[nH]c2ccc(Cl)cc12)Cc1cccnc1	1.4	-17	-8	12	3	10	-17	16	-7
42	C=CCn1c(SCC(=O)c2ccc(O)c(O)c2)nnc1-c1cccc(Cl)c1	0.1	-10	0	19	-6	1	13	-2	10
43	Cc1ccc(NC(=O)CN(C)C(=O)c2ccc(S(=O)(=O)N(C)c3ccccc3)cc2)cc1	9.7	-8	-3	0	-8	-22	5	-5	6
44	Cc1nn2c3c(cnc2c1-c1ccccc1)C(=O)CC(c1ccccc1)C3 (stereo unspecified)	0.6	-1	-3	1	-16	14	6	0	4
45	CCC(=O)NC(=S)Nc1ccc(NC(=O)c2ccco2)cc1	0.0	-15	-2	0	3	9	-1	2	2
46	COc1ccc(Oc2ccc(C(F)(F)F)cc2N)cc1	-0.4	-7	-3	5	-13	22	9	-12	8
47	CN(C)S(=O)(=O)c1ccc(C(=O)Nc2cccc(S(=O)(=O)NC3=NCCC3)c2)cc1	0.6	-10	1	4	-10	-11	11	-8	4
48	Cc1sc(NC(=O)/C=C/c2ccc3c(c2)OCO3)nc1-c1ccccc1	2.6	-9	-7	2	-5	17	15	-2	-12
49	Cc1ccc(CN2CCN(/N=C/c3cc(Br)ccc3F)CC2)cc1	0.5	-18	-1	-1	-8	-9	5	-15	-1
50	O=c1nc2s/c(=C\c3ccco3)c(=O)n2nc1Cc1ccccc1	0.3	-4	-2	/	-5	/	-5	-2	1
51	O=C(Nc1nc(-c2cccc(Br)c2)cs1)Oc1ccccc1	1.6	-5	-1	7	-25	-11	18	-7	9
52	COc1ccccc1CNC(=O)C1CC(c2ccccc2F)=NO1 (stereo unspecified)	-0.2	0	-2	1	-9	-17	-7	3	-1
53	COc1ccc(C(OC(=O)c2ccco2)C(=O)NCC2CCCO2)cc1 (stereo unspecified)	0.5	-11	-4	0	-14	-13	20	-8	9
54	CCOc1ccc(C(=O)NC(=S)Nc2ccc(N3CCCCC3)cc2)cc1[N+](=O)[O-]	-0.2	-12	-5	1	0	43	11	3	1
55	Cc1ccc(S(=O)(=O)/C(C#N)=C/c2c(N3CCN(Cc4ccccc4)CC3)nc3ccccn3c2=O)cc1	0.9	-26	-3	0	-20	-2	16	3	-1
56	CCCCNCc1cc2ccccc2o1	0.1	-9	-3	2	3	103*	-14	-16	14
